# High-throughput results (PubChem)
# ABHD5-PLIN5 inh: ABHD5-PLIN5 interaction inhibitors, primary screen, cell lysate, split luciferase complementation, luminescence | Perilipin-5 (Homo sapiens) + 1-acylglycerol-3-phosphate O-acyltransferase ABHD5 (Homo … | actives 0.78% (n = 360,000) | Split G. princeps luciferase complementation, 4 h | inhibition, % at 4 µM;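 active means inhibition above the mean inhibition across every tested compound plus 3 SD, cut at about 22% in these data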;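 further: 0% = DMSO only wells and the 100% control is not disclosed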
# MC4R antagonist: MC4R antagonists of cAMP signaling, primary screen, cell-based, TR-FRET, antagonist arm of biased-ligand search. MC4R-expressing cells, MTII-stimulated cAMP, LANCE TR-FRET. actives 0.48% (n = 360,000). Melanocortin receptor 4 (Homo sapiens), P32245. AID 540295, 2011. inhibition, % at 6.5 µM;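 active means inhibition above its plate's cutoff, the mean of tested wells on that plate plus 3 SD, cut at about 29% in these data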;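 further: 0% = Melanotan II alone and 100% = Melanotan II plus saturating MCL0020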
#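 Assay system: human MC4R-expressing U2OS cells; reagent: Melanotan II stimulation of cells; dosing: 6.5 µM single dose; timing: compound 30 min, challenge 1 h, detection 1 h; signal: TR-FRET cAMP assay; replicates: one well per compound, no replicates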
# NCOA2 inhibitor: inhibition of GAL4-SRC2 driven luciferase reporter, primary screen, SRC2 inhibitor project, cell-based, luminescence; actives 0.17% (n = 370,000); inhibition, % at 9 µM; HEK293 GAL4-SRC2 luciferase reporter; Nuclear receptor coactivator 2 (Homo sapiens), Q15596;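 active means inhibition above the mean inhibition of all tested compounds plus 3 SD, set per campaign, cut at about 52% in these data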;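 further: 0% = DMSO treated cells and 100% = cells given Gossypol at 36 µM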
# TLR9-MyD88 inh: inhibitors of TLR9-MyD88 association in cells, primary screen, cell-based, CHO, BLA complementation, fluorescence; Toll-like receptor 9 (Homo sapiens) + Myeloid differentiation primary response protein …; CCF4 FRET ratio; inhibition, % at 4.98 µM; actives 0.21% (n = 340,000);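 active means inhibition above the mean over all tested compounds plus 3 SD, cut at about 21% in these data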;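 further: 0% = DMSO only wells and 100% = clavulanate BLA inhibitor control wells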
# Target sequence (Q99836 whole entry, looked up): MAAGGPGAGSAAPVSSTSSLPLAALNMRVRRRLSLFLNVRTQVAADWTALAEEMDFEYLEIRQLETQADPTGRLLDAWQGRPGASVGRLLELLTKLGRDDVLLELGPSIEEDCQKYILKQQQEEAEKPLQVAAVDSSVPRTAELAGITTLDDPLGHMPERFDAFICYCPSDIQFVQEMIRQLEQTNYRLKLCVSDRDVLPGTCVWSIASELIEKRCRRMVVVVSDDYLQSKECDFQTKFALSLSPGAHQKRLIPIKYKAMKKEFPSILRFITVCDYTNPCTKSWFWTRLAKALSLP
# Target sequence (Q9NR96 whole entry, looked up): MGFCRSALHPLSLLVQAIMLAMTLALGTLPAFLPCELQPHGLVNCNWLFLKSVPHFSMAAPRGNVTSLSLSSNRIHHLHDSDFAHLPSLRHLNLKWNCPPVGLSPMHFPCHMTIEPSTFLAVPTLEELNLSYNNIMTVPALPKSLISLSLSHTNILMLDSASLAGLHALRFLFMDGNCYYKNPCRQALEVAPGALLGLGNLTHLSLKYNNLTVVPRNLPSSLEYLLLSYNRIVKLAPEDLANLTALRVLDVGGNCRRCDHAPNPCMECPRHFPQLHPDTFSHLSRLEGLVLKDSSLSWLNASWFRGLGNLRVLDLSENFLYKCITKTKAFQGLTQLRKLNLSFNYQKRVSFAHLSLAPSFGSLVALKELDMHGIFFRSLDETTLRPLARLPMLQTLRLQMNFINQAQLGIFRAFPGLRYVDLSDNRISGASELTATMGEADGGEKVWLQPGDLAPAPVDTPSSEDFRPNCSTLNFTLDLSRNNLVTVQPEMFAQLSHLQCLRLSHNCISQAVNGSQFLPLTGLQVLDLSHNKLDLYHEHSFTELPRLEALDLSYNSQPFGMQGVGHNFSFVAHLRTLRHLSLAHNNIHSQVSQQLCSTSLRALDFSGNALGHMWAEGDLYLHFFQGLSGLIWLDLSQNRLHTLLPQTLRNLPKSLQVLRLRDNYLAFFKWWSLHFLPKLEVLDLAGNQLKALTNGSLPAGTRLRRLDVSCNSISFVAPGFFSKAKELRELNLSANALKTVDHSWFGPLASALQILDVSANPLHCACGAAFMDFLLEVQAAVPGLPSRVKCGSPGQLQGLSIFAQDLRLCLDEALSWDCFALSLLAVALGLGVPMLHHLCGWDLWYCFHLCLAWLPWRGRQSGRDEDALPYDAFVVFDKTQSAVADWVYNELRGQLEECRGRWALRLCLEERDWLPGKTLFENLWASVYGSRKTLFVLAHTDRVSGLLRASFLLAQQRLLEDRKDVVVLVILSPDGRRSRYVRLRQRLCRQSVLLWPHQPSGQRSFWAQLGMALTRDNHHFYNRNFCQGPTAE
# m5-HT2A agonist: mouse Htr2a agonists via beta-arrestin recruitment, primary screen, cell-based, luminescence. actives 0.66% (n = 360,000). CHO-K1 mHTR2A beta-arrestin complementation; percent of 30 µM serotonin response. activation, % at 7.6 µM. AID 624169, 2012;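 active means activation above a run cutoff, the mean activation of all tested compounds plus 3 SD, cut at about 14% in these data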;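 further: 0% = plate median of compound wells and 100% = 30 µM serotonin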
# MC4R ag barr: MC4R agonists recruiting beta-arrestin, primary screen, cell-based, luminescence, agonist arm of biased-ligand search. activation, % at 8.9 µM. Melanocortin receptor 4 (Homo sapiens), P32245. U2OS MC4R beta-arrestin complementation; percent of melanotan II response, DMSO zero. actives 0.98% (n = 360,000). AID 540308, 2011;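 active means activation above a per-plate cutoff, the mean activation of sample wells on that plate plus 3 SD, cut at about 8% in these data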
# H9c2 protect: cardioprotection against H2O2-induced cell death, primary screen, uHTS, H9c2 cells, ATPLite luminescence; H9c2 cardiomyocytes, H2O2 injury protection, 2 h; protection from H2O2 cell death, % at 20 µM; actives 0.63% (n = 360,000); AID 588492, 2011;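 active means compounds giving at least 50% protection of heart cells from peroxide-induced death in the single-dose screen, raw or plate-pattern-corrected value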;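 further: 0% = DMSO wells with peroxide and 100% = DMSO wells without peroxide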
# ABCB6 inh 2: ABCB6 transporter inhibitors, primary screen, K562-ABCB6 cells, flow cytometry, MLPCN library; ATP-binding cassette sub-family B member 6 (Homo sapiens), Q9NP58; K562-ABCB6 porphyrin accumulation, 1 h; stronger effect = lower value; fluorescence ratio to DMSO, % at 10 µM; actives 0.19% (n = 360,000); AID 602162, 2011;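 active means fluorescence ratio to DMSO below 75%, the collection mean minus 3 SD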;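 further: signal is porphyrin accumulated inside mitochondria; 100% equals median channel fluorescence of DMSO control wells; lower ratio means ABCB6 inhibition with less porphyrin fluorescence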
# NOD2-RIPK2 inh: NOD2-RIPK2 binding disruptors in cells, primary screen, fluorescence, CHO cells, BLA complementation; Receptor-interacting serine/threonine-protein kinase 2 (Homo sapiens), O43353; CCF4 ratio; inhibition, % at 4.98 µM; actives 0.38% (n = 360,000); in the data active means inhibition above about 21%;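 further: 0% = vehicle only and 100% = reference blocker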
# Glyco luc inh: increase of ERlucT glycosylation luciferase signal, primary screen, N-linked glycosylation inhibitor project, D54 ERlucT cells, luminescence, set 2; D54 ERlucT glycosylation luciferase reporter, 24 h; percent of 100 nM tunicamycin response; reporter increase, % at 12.5 µM; actives 0.23% (n = 360,000);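 active means mean luciferase reporter signal, scaled so untreated is 0 and the glycosylation-blocking control 100, at or above a set limit in every replicate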;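 further: luciferase carries N-glycosylation sites so blocking glycosylation raises the light; 0% = median of neutral control wells and 100% = median of 100 nM tunicamycin wells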
# * marks the source's active call; other numbers are inactive results; . = no result given.
Structure	ABHD5-PLIN5 inh	MC4R antagonist	NCOA2 inhibitor	TLR9-MyD88 inh	m5-HT2A agonist	MC4R ag barr	H9c2 protect	ABCB6 inh 2	NOD2-RIPK2 inh	Glyco luc inh
Cc1cccc(OCC(=O)Nc2ccc(N3CCN(C(=O)c4ccco4)CC3)cc2)c1	0	-5	2	-2	5	-0.9	-16	99	-12	-5
COC(=O)c1cc(C#N)c(N2CCOCC2)nc1C	1	10	11	22*	3	-0.5	4	108	-7	2
CC1CCCN(C(=O)CCc2ccccc2)C1 (stereo not given)	-3	3	-20	-4	-5	-2.5	4	105	-5	0
O=C(Nc1nc2c(F)cccc2s1)c1ccco1	8	18	-50	2	-1	1.4	-14	98	4	-7
COc1cccc(NC(=O)CN(C)C(=O)c2ccc3c(c2)CC(c2ccccc2)OC3=O)c1 (stereo not given)	-1	0	-3	-12	-5	0.3	9	95	7	3
Cc1ccccc1CN1CCN(C(=O)c2ccc(F)cc2)CC1	-1	8	-1	-3	0	-1.3	4	107	1	-1
CCOc1ccc(NC(=O)c2ccccc2NC(=O)CN2CCN(C(C)=O)CC2)cc1	2	4	-10	-6	3	-1.7	18	100	-7	-1
COc1ccccc1/C=C\C(=O)NCC(=O)N/N=C(\C)Cc1ccccc1	3	-8	-17	1	3	-0.4	-1	103	1	1
COc1ccc(S(=O)(=O)N2CCOCC2)cc1NC(=O)CN1CCC(Cc2ccccc2)CC1	0	12	-26	-2	-9	-1.3	-18	93	-2	-8
O=c1cc(N2CCc3ccccc32)[nH]c(=O)n1-c1ccc(Br)cc1	2	-7	-24	11	6	-0.2	1	105	-8	1
O=C(COC(=O)c1ccccc1C(=O)N1CCN(c2ccc(F)cc2)CC1)NCc1ccccc1	4	8	-4	-7	-3	-0.3	16	98	-5	-3
CC(=O)c1ccc(N2CCN(S(=O)(=O)c3cc4c(cc3C)NC(=O)CO4)CC2)cc1	3	7	12	-8	5	16*	-3	99	-3	-5
O=C(Nc1ccc(S(=O)(=O)Nc2ncccn2)cc1)c1ccccc1NS(=O)(=O)c1ccc(F)cc1	1	28	-20	6	1	-2.7	6	104	5	-1
CCC(CC)C(=O)c1c[nH]c(C(=O)O)c1	-4	-5	-10	2	12	-1.5	14	102	-9	2
COc1ccc(NC(=O)c2noc(C(C)C)c2[N+](=O)[O-])cc1	9	-3	13	3	0	1.4	-1	96	-8	0
CN(C(=O)C1CCN(S(=O)(=O)c2ccccc2[N+](=O)[O-])CC1)C1CCCCC1	-3	9	-4	-7	-1	1.6	-3	102	-1	-2
Cc1ccc(S(=O)(=O)CCC(=O)OCC(=O)N(Cc2ccccc2)C(C)C)cc1	5	0	-9	-2	14	-0.3	-4	93	-4	0
Cc1cc2occ(CC(=O)NCc3cccs3)c2cc1C(C)C	-6	21	16	-5	-3	4.4	2	105	-3	-1
CN(C(=O)COC(=O)/C=C/c1ccc2c(c1)OCO2)c1c(N)n(Cc2ccccc2)c(=O)[nH]c1=O	-8	-7	-21	-6	-4	-2.9	0	96	-6	0
O=c1c2ccccc2nc2n1C(CSc1ccc(Cl)cc1)CN2 (stereo not given)	0	-1	4	-7	-2	-0.3	21	108	-3	-1
Cc1ccc2nc(C(C)(C)C)c(Cc3cccc(F)c3)n2c1	-2	.	-62	.	-8	.	-5	101	-3	-1
COc1ccccc1-c1ccc(=O)n(CC(=O)NCc2ccc3c(c2)OCO3)n1	-1	1	-9	-2	-2	0.0	14	93	-2	2
CCCCCCC(C)OC(=O)c1ccccc1C(=O)O (stereo not given)	-7	3	-21	-4	-2	-0.3	-2	103	0	5
C[N+]1(C2CCC3CCCC2C3O)CCCCC1 (stereo not given)	-2	9	-2	1	0	1.5	5	99	-3	3
C=CC[n+]1c(/C=C/c2ccc(OC(C)=O)c(OC)c2)ccc2ccccc21	1	-7	-74	-4	-3	-0.9	-6	115	0	-8
CC(C(=O)Nc1cccc(S(=O)(=O)N2CCOCC2)c1)N1CCN(c2ccc(F)cc2)CC1 (stereo not given)	3	0	-5	-4	-8	-0.5	-6	99	8	-2
CCc1nnc(NC(=O)c2oc3cc(C)c(C)cc3c2C)s1	-5	7	-4	6	4	-0.2	6	95	-3	2
CC(C)NC(=O)c1cccc2c1-c1ccccc1C2=O	-1	-2	16	-4	5	-2.2	-2	101	-7	-2
Cc1ccc(CNC(=O)CCCCn2c(=O)[nH]c3ccsc3c2=O)cc1	10	2	16	3	2	0.1	6	97	0	-1
COc1cc(OC)cc(C(=O)NC(c2ccccc2)c2ccccc2)c1	-26	2	-2	5	-2	1.1	-1	96	0	-4
N#Cc1c(-c2ccc(F)cc2)cc(-c2ccccc2)nc1SCC(=O)NCC(=O)O	-5	-3	-8	-9	-2	-0.5	16	91	-8	3
COc1cc(OC)nc(S(C)(=O)=O)n1	-7	9	-28	0	6	-2.7	2	99	14	-2
Cc1cccc(N2CCN(S(=O)(=O)c3c(C)noc3/C=C/N(C)C)CC2)c1C	0	-1	-23	4	-2	-0.3	-11	100	3	-3
Cn1c(CC(=O)NNC(=O)c2ccc(F)cc2F)nc2ccccc21	-2	4	-7	-12	13	-1.5	-3	97	-12	1
CC(Oc1ccc(Cl)cc1Cl)C(=O)/C=C/N(C)C (stereo not given)	0	-2	-11	9	-3	-1.1	-2	85	5	0
Nc1c(Cl)cc(C2=NCCn3c2c2ccc([N+](=O)[O-])cc2[n+]3[O-])cc1Cl	-7	4	-5	-3	-10	-2.6	5	109	-10	3
CN(NC(=O)CN1C(=O)c2ccccc2C1=O)C1=NS(=O)(=O)c2ccccc21	1	0	-6	3	2	-3.0	0	100	1	0
CC(OC(=O)C1CCCC1)C(=O)Nc1ccc(C(N)=O)cc1 (stereo not given)	4	9	3	4	-3	0.8	-5	96	-3	-1
Cc1csc(=NC(=O)c2ccccc2)n1Cc1ccco1	3	17	-18	-7	-2	0.1	-7	96	-4	-1
O=S(=O)(Nc1ccc(Cc2ccncc2)cc1)c1ccc(Br)cc1	0	-1	25	2	-5	0.0	-18	96	1	-4
CCn1cc(C(=O)N[C@H](C(=O)NCCN2CCOCC2)C(C)C)c(=O)c2cc3c(cc21)OCO3	9	0	-15	1	5	0.3	3	99	-1	0
O=C(Nc1cccc(S(=O)(=O)N2CCOCC2)c1)C1=NN(c2ccccc2)C(=O)CC1	-2	4	-13	8	-4	-2.6	3	101	-2	-1
O=C(C1=C(O)C(=O)N(c2nccs2)C1c1ccccc1)c1cc2ccccc2o1 (stereo not given)	1	49*	-40	-2	2	0.5	8	127	6	0
CC(C)CNC(=O)CN(c1ccccc1)S(=O)(=O)c1ccccc1[N+](=O)[O-]	-2	14	11	0	6	-0.1	-3	99	-2	0
COc1ccc(C(=O)Nc2nc(CC(=O)NCCc3ccccc3)cs2)cc1	-7	-2	-30	4	2	-4.3	-6	101	0	-2
CCCCNC(=O)C1CCCN(S(=O)(=O)c2c(C)noc2/C=C/c2cccs2)C1 (stereo not given)	-11	1	7	-2	0	0.2	-20	98	-6	-4
CS(=O)(=O)c1cccc(C(=O)Nc2ccc3c(c2)OCCCO3)c1	-4	14	-42	-5	2	-1.4	1	99	-4	-1
O=C(NCc1cccc(C(F)(F)F)c1)C1C(=O)Nc2ccccc2C(=O)N1Cc1ccccc1 (stereo not given)	3	.	6	.	-1	.	.	.	-8	.
COc1ccccc1NC(=O)NC1CC(=O)N(c2ccc3c(c2)OCCO3)C1 (stereo not given)	3	3	5	-6	4	-1.1	-1	101	-13	1
COc1ccc(CNC(=O)c2ccc(N3CCCC3=O)cc2)cc1	4	2	-31	-6	-4	0.6	0	99	-6	-2
Cc1[nH]n(-c2ccccc2)c(=O)c1/C=C1/C=c2ccccc2=N1	-4	1	-15	-8	2	1.7	-9	99	5	1
O=C(CSc1nnc(NC(=O)c2ccco2)s1)Nc1ccccc1	1	7	-16	-7	-2	-2.5	-5	91	-11	0
CCCNC(=O)N(C)C[C@H]1Oc2cc(Br)ccc2S(=O)(=O)N([C@@H](C)CO)C[C@@H]1C	2	-2	-14	9	0	6.1	6	97	0	-2
CCCSc1nc2c(cnn2-c2ccc(C)cc2)c(=O)[nH]1	2	-4	-8	-1	-6	1.6	0	97	-10	-1
COc1cc2c(c3oc(=O)cc(CC(=O)O)c13)CCC(C)(C)O2	2	-5	3	1	4	0.0	1	88	-10	-1
CCn1nc(C)c(/C=N/NC(=O)Cc2ccc(Cl)cc2)c1C	-3	5	.	2	-4	-1.8	3	86	1	-2
O=C(CCc1ccncc1)NC1CCCc2c1cnn2-c1ccc(F)cc1F (stereo not given)	0	-2	13	13	16*	-2.6	-9	89	-6	0
Cc1ccc(-c2nnc(N3CCN(C(=O)Cn4c(=O)n(C)c5ccccc54)CC3)c3ccccc23)cc1	8	5	6	-16	0	-1.4	-4	101	-2	-1
CCC(C)(C)C1CCC2(CC1)NC(=O)N(CC(=O)NCCCc1ccccc1)C2=O (stereo not given)	-5	6	-24	-4	10	7.7	-6	98	8	0
CNc1oc(-c2ccc(Cl)cc2)nc1P(=O)(c1ccccc1)c1ccccc1	2	0	11	-4	-4	-0.2	23	100	11	-5

# (listing goes on)
Structure	ABHD5-PLIN5 inh	MC4R antagonist	NCOA2 inhibitor	TLR9-MyD88 inh	m5-HT2A agonist	MC4R ag barr	H9c2 protect	ABCB6 inh 2	NOD2-RIPK2 inh	Glyco luc inh
CCCOc1ccccc1N1C(=O)CC(N(O)c2ccccc2)C1=O (stereo not given)	-2	14	-16	7	-1	-1.8	-1	90	6	-2
CCOc1cc(NC(=S)NCCCN2CCOCC2)c(OCC)cc1NC(=O)c1cccc(C)c1	-3	20	-16	1	-1	1.2	5	96	-3	0
COc1ccc(NC(=O)CSc2nc(C)cs2)cc1OC	-4	-7	0	1	-6	-1.0	0	98	-8	1
CCCCCCn1c(SCCCC)nc2c1c(=O)[nH]c(=O)n2C	-3	10	5	-8	1	3.5	-14	106	2	1

# Some of the compounds tested; rates above refer to the full screens.
